# Screening results (PubChem BioAssay)
# ADAM10 inh: ADAM10 inhibition, QFRET primary screen; 370,000 tested, 0.62% active; inhibition, % at 7 µM; recombinant ADAM10, EDANS/DABCYL FRET peptide cleavage, 3 h; O14672;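 active means inhibition above a per-campaign cutoff equal to the mean of compounds falling between control-based bounds plus 3 SD, cut at about 20% in these data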;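 further: 0% = DMSO wells while the 100% control is not disclosed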
# Target sequence (O14672 214-748 limits assumed): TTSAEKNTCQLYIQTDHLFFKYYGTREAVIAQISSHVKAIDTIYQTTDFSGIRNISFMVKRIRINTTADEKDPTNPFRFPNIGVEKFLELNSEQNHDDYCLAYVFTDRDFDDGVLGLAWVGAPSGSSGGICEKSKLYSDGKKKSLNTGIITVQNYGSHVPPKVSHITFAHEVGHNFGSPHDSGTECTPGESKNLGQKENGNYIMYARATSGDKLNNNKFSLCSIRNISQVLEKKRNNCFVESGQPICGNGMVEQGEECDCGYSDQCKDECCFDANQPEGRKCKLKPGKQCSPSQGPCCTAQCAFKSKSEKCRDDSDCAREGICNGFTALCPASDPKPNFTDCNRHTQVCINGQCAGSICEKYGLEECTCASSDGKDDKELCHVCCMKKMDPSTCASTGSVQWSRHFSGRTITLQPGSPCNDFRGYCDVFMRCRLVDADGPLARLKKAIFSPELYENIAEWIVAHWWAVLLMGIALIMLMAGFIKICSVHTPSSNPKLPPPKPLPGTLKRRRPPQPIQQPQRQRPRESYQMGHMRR
# NPR1 activator: GC-A (human) enzyme activation. P16066. HEK293 GC-A cells, cGMP TR-FRET, EC30 ANP; 0% at EC30 ANP, 100% saturating ANP. activation, % at 10 µM. 370,000 tested, 0.14% active; in the data active means activation above about 40%
# FXN GAA850 act: increases GAA850 frataxin promoter reporter activity; HEK293 lucGAA850 FXN promoter luciferase reporter, 24 h; percent of 10 µM SAHA response; activation, % at 6 µM; 360,000 tested, 0.56% active; AID 540364;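 active means activation above the average of all compounds screened plus 3 SD, cutoff fixed separately per campaign, cut at about 7.5% in these data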;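 further: 0% = DMSO wells and 100% = 10 µM SAHA wells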
# sPLA2-III inh: Blocks human group III sPLA2 activity. 370,000 tested, 0.56% active. AID 743126. inhibition, % at 12.2 µM. QFRET BODIPY PC-A2 liposome hydrolysis, fluorescence. Q9NZ20;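 active means inhibition above mean plus 3 SD of compounds lying within the high and low control bounds, cut at about 19% in these data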;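 further: 0% = median of test compound wells and 100% = no enzyme DMSO wells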
# Target sequence (Q9NZ20 whole entry, looked up): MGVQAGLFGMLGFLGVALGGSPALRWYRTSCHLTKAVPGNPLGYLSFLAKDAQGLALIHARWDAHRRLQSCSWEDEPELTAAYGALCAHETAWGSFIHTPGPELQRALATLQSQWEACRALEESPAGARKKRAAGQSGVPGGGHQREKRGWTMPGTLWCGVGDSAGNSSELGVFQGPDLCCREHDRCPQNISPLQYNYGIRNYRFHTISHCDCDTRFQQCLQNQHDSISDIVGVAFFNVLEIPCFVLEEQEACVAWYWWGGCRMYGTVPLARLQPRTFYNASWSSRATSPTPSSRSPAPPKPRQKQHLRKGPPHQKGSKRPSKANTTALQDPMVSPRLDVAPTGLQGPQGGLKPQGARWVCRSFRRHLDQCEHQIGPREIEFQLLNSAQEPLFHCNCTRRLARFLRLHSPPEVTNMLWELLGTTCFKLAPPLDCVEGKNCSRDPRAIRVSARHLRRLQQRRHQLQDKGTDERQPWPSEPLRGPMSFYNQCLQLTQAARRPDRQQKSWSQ
# NPR2 activator: GC-B (human) receptor activation. P20594. HEK293-GC-B cells, CNP EC30, cGMP TR-FRET; 0% at EC30 CNP, 100% saturating CNP. activation, % at 10 µM. 370,000 tested, 0.11% active;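 active means activation at 10 µM reaching about 35% in either raw or pattern-adjusted values, limit read from the data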
# ARFGAP1 inh: rat ARFGAP1 inhibition; Arfgap1-stimulated ARF1 GTP hydrolysis, GDP FP detection; 360,000 tested, 0.26% active; inhibition, % at 16.5 µM; Q62848;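 active means inhibition above a per-plate limit, mean inhibition of low control wells plus 3 SD, cut at about 25% in these data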;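 further: 0% = DMSO wells with enzyme and 100% = wells lacking Arfgap1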
#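 Repeats: one replicate per compound; assay system: rat Arfgap1 catalytic domain, aa 1-136; times: enzyme reaction 120 min at 25 °C after 20 min preincubation; detection: FP of antibody-bound GDP Alexa 633 tracer, ex 620/em 688 nm; benchmarks: high control wells lacking Arfgap1, low control full reaction with DMSO; reagent: human ARF1(Δ1-17)-GTP substrate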
# KLK7 zymogen act: activators of human kallikrein-7 zymogen; P49862; purified proKLK7, EDANS-DABCYL substrate fluorescence; 100% is mature enzyme control, 0% vehicle; activation, % at 7 µM; 370,000 tested, 0.9% active; AID 652039;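 active means activation above the mean of all tested compounds plus 3 SD, computed per campaign excluding outliers beyond control limits, cut at about 13% in these data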
# ASAP1 inh: ASAP1 ArfGAP inhibition; Q9ULH1; ASAP1-stimulated ARF1 GTP hydrolysis, GDP FP detection; inhibition, % at 16.5 µM; 360,000 tested, 0.19% active; in the data active means inhibition above about 25%;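 further: 0% = vehicle with enzyme and substrate and 100% = no enzyme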
# DDE Tn6 FP inh: DD(E)-Tn6 binding inhibition, primary FP screen. P02675. Fibrin DD(E) TRITC-Tn6 fluorescence polarization displacement. inhibition, % at 8.3 µM. 370,000 tested, 0.21% active. AID 720509;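 active means inhibition above a per-campaign cutoff: mean of compounds within control limits plus 3 SD, cut at about 15% in these data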;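 further: 0% = median of all compound wells on the plate and 100% = blocking peptide control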
# rCAG RNA binder: molecules binding r(CAG) RNA repeats; 370,000 tested, 1.3% active; r(CAG) RNA repeat, TO-PRO-1 dye displacement fluorescence; inhibition, % at 3 µM;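 active means inhibition above the plate cutoff, the mean of all test compounds on that plate plus 3 SD, cut at about 35% in these data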;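 further: 0% = DMSO alone and 100% = 100 µM mitoxantrone as full dye displacement; higher means more dye released from RNA so lower well fluorescence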
# * = called active by the depositor; i = inactive; / = no result given.
SMILES,ADAM10 inh,NPR1 activator,FXN GAA850 act,sPLA2-III inh,NPR2 activator,ARFGAP1 inh,KLK7 zymogen act,ASAP1 inh,DDE Tn6 FP inh,rCAG RNA binder
CCOC(=O)c1ccccc1NC(=O)COC(=O)C(CC(C)C)NC(N)=O (stereo not drawn),1,1,0.3,-4,1,6,-0.3,-12,4,-7
CCCC(C)NC(=O)Cc1ccc(Br)cc1 (stereo not drawn),2,0,0.6,7,0,-8,0.2,4,8,-5
Cc1cccc(CSC2=NCCN2C(=O)c2ccco2)c1,-16,3,-0.9,0,6,3,-0.3,-1,9,0
Cc1cc(C)cc(Nc2cc(C)nc3nc(C)nn23)c1,-16,2,-0.4,-4,-1,-1,-0.3,-1,-6,-1
CC(=O)N1CCN(c2ccc(NC(=O)c3ccc([N+](=O)[O-])cc3Cl)cc2)CC1,1,2,1.6,0,5,9,-0.6,3,-3,-3
CCN(CC)CC1CN(N=Cc2ccc([N+](=O)[O-])o2)C(=O)O1 (stereo not drawn),-11,1,1.5,3,-1,-6,-0.1,-8,-2,6
NS(=O)(=O)c1ccc(CCNC(=O)c2ccc3c(c2)OCCO3)cc1,-11,-4,-0.2,7,-2,-4,0.5,-14,-3,-1
Fc1ccccc1CN1CCN(c2ncccn2)CC1,-4,3,1.0,-6,-2,6,0.1,-10,3,-6
O=C(NCc1ccco1)c1cc2nc(C3CC3)cc(C(F)(F)F)n2n1,-4,2,0.6,2,3,12,0.3,-9,-2,-3
Cc1sc2ncnc(N3CCC(C(=O)Nc4nnc(CC(C)C)s4)CC3)c2c1C,-2,-3,-1.8,-7,1,-3,0.3,-2,-2,-1
CN(Cc1cnccn1)Cc1c(C(=O)N2CCc3ccccc3C2)nc2ccc(Cl)cn12,-7,-1,1.3,5,0,5,0.4,6,1,-6
Cc1ccc(C(=O)NNC(=O)CSc2nnc(C3CC3)n2C)cc1,-1,2,0.5,6,-3,-11,-0.9,-2,1,2
CC(=O)N1CCOc2cc(S(=O)(=O)NC(C)c3ccccc3)c(Cl)cc21 (stereo not drawn),3,-1,-2.8,-5,-7,5,0.1,-8,-4,6
Cn1c(=O)cc(OCC(=O)NCCC2=CCCCC2)c2ccccc21,-8,3,2.5,9,9,0,-1.1,2,-3,-9
N#Cc1cc2cc3ccccc3nc2n2c(=O)c3ccccc3nc12,-11,5,0.2,2,-9,0,0.1,1,6,2
CCOC(=O)C1CCN(c2nc3c(C)cccn3c(=O)c2/C=C(\C#N)S(=O)(=O)c2ccccc2)CC1,6,4,2.4,0,15,4,-3.0,-6,-8,9
CC(C)(C)c1cc(C(=O)N/N=C/c2cc3c(cc2Br)OCO3)n[nH]1,-36,-7,1.6,-6,1,-1,-0.7,-1,-1,0
Cc1nc(SCN2C(=O)c3ccccc3C2=O)n[nH]1,-12,-3,1.7,2,-2,8,0.0,-4,1,-3
Cc1cc(S(=O)(=O)NC(C)C)ccc1OCC(=O)Nc1ccc2c(c1)OCCO2,-6,-4,0.0,-11,1,10,0.2,13,-7,-4
COC1CCN(Cc2c(C(=O)N3CCc4ccccc4C3)nc3ccc(Cl)cn23)CC1,1,2,1.1,-3,-1,17,0.1,-1,3,-3

# Single records, as listed above:
# Results for CCOC(=O)C1CCN(c2nc3c(C)cccn3c(=O)c2/C=C(\C#N)S(=O)(=O)c2ccccc2)CC1 = ADAM10 inh = 6; NPR1 activator = 4; FXN GAA850 act = 2.4; sPLA2-III inh = 0; NPR2 activator = 15; ARFGAP1 inh = 4; KLK7 zymogen act = -3.0; ASAP1 inh = -6; DDE Tn6 FP inh = -8; rCAG RNA binder = 9
# Results for Cc1nc(SCN2C(=O)c3ccccc3C2=O)n[nH]1 = ADAM10 inh = -12; NPR1 activator = -3; FXN GAA850 act = 1.7; sPLA2-III inh = 2; NPR2 activator = -2; ARFGAP1 inh = 8; KLK7 zymogen act = 0.0; ASAP1 inh = -4; DDE Tn6 FP inh = 1; rCAG RNA binder = -3

# (next part)
SMILES,ADAM10 inh,NPR1 activator,FXN GAA850 act,sPLA2-III inh,NPR2 activator,ARFGAP1 inh,KLK7 zymogen act,ASAP1 inh,DDE Tn6 FP inh,rCAG RNA binder
O=C(O)CCSc1nnc(COc2cccc3cccnc23)n1-c1ccccc1,-2,1,2.5,4,0,-3,0.4,12,1,0
CCCC(=O)NC(=S)Nc1cc(-c2nc3ncccc3o2)ccc1C,-8,3,-1.2,7,1,9,0.2,4,-2,0
COc1cc2c(cc1OC)CN(CC(=O)Nc1ccc(C)c(S(=O)(=O)N3CCOCC3)c1)CC2,-31,7,-2.3,-4,8,-1,7.0,8,2,1
CNc1ccc(Br)cc(C(=O)/C=C/c2ccc(OC)cc2)c1=O,-43,-4,0.8,7,-2,-9,3.5,1,-10,42*
Cc1ccnc(N2C3CCC2CC(O)(c2ccccc2)C3)n1 (stereo not drawn),-50,-6,2.0,3,-5,1,0.5,6,-3,-5
Fc1ccc2cnc(-c3ccsc3)cc2c1,-22,4,/,4,-8,-12,0.2,3,10,3
Cc1ccc(OCCNS(=O)(=O)c2cccs2)cc1,-7,4,2.5,-6,6,11,0.3,10,5,-1
COc1ccc(CCNC(=O)c2ccc(CS(=O)Cc3ccc(C)cc3)o2)cc1OC (stereo not drawn),3,-2,1.0,-2,0,12,-0.3,-1,-1,-4
O=C(Nc1ccccc1)C1=C[C@@H](c2csc3ccccc23)C[C@@H](OCc2ccc(CO)cc2)O1,5,2,-0.8,-24,-2,9,-0.2,4,3,14
COc1ccccc1NC(=O)CCN1CCN(C)CC1,-5,0,0.7,-1,7,11,-0.2,-6,1,1
O=C(Nc1ccc(N2CCOCC2)cc1)c1csc([C@@H]2C[C@H](O)[C@@H](CO)O2)n1,-3,-1,3.5,7,1,4,0.4,1,-1,4
COc1cccc(C(=O)COC(=O)C2CC(=O)N(c3ccc(Oc4ccccc4OC)cc3)C2)c1 (stereo not drawn),3,9,-0.8,-13,9,-3,0.1,8,2,1
Cc1cc(C(=O)CSc2cccc[n+]2[O-])c(C)n1-c1ccccc1,-15,2,3.2,3,2,5,0.5,0,-1,-2
CC1(C(=O)Nc2ccccc2Cc2ccccc2)CCN1CCc1ccccc1 (stereo not drawn),4,-7,3.4,-8,-8,-12,0.1,5,-3,1
CCN(C(=S)Nc1cccnc1)c1ccccc1,-11,-1,3.0,12,4,3,0.3,-4,0,-2
C[C@@H](NC(=O)/C(C#N)=C/c1ccc(O)c(O)c1)c1ccccc1,-4,-1,3.1,-6,-1,-4,2.0,-9,5,32
COc1ccc(Br)c2oc(S)cc(=O)c12,0,0,0.8,4,-4,-5,0.0,3,-6,41*
C=CS(=O)(=O)N(Cc1nnn(Cc2ccccc2)c1Br)[C@@H](CC(C)C)C(=O)OC,-5,-3,/,9,1,/,-0.4,/,-1,0
CC12CN3CC(C)(CN(C1)C3c1ccc3c(c1)OCO3)C2O (stereo not drawn),1,5,0.8,13,4,-12,0.0,-1,0,-2
COCCn1c(SCC(=O)Nc2ccccc2C(F)(F)F)nc2ccccc2c1=O,12,-1,-2.3,4,-1,0,0.2,-5,-4,-5
COc1cccc(CN(C)C(=O)CNC(=O)c2sc3ccccc3c2Cl)c1OC,-4,-3,0.8,11,6,7,-0.6,-5,-2,-3
O=C(Cn1c(=O)cnc2ccccc21)NC1CCC(O)CC1 (stereo not drawn),-1,0,0.0,3,0,-6,-0.4,7,4,0
Cc1cc(NC(=O)COc2ccc(F)c(Cl)c2)no1,-5,1,1.8,4,1,-3,0.2,13,4,1
CCN(C(=O)COC(=O)c1c(C)c(-c2ccccc2)nc2ccccc12)C1CCS(=O)(=O)C1 (stereo not drawn),-4,2,-1.6,-11,4,1,-0.5,7,2,-3
CC(=O)Nc1cc(C(=O)N2CCOCC2)ccc1S(=O)(=O)c1ccc(C)cc1,-5,5,-1.4,0,0,8,0.5,1,9,1
COc1ccc(CC(=O)n2[nH]c(=O)ccc2=O)cc1OC,2,-4,0.6,-1,1,7,0.4,2,-2,6
O=C(Nc1nc2ccc(Cl)cc2s1)c1cc(-c2ccc(Cl)cc2)nc2ccccc12,-17,6,/,13,-13,/,0.7,/,-1,8
CCOc1ccc(NC(=O)CN2C(=O)COc3ccccc32)cc1,-4,-1,0.7,2,4,-7,-0.1,2,-4,-2
Nn1c(Cc2ccccc2F)nnc1SCn1nnc2ccccc2c1=O,-1,-3,0.1,3,-1,-3,-0.3,-3,-2,4
Cc1ccccc1CSCc1nc(N)nc(Nc2ccccc2C)n1,3,-4,2.3,-9,8,-1,0.8,5,5,-3
CC(=O)/C(=N\Nc1ccc(Cl)cc1Cl)Sc1nnc(-c2ccccc2)n1-c1ccccc1,-3,-9,2.7,4,-2,0,-0.3,-3,-5,1
CN=C(Nc1ccccc1OC)SC1CC(=O)N(c2ccc(C(=O)OC)cc2)C1=O (stereo not drawn),4,-2,1.5,-22,4,1,0.6,-7,0,-2
COc1ccc2c(C)cc(SCc3c(C)noc3C)nc2c1,-3,-4,0.9,-9,-8,0,0.1,1,-3,-3
O=C(C1CCN(c2nnc(-n3cccc3)s2)CC1)N1CCN(Cc2ccc3c(c2)OCO3)CC1,-11,1,-0.6,-4,3,-1,-0.1,3,3,2
Cn1c(=O)c2c(ncn2CC(=O)Nc2cccc(S(=O)(=O)Nc3ccccc3F)c2)n(C)c1=O,7,-1,0.3,-2,-2,-8,-0.2,5,4,11
Cc1occc1C(=O)N1CCC2(CCCN(Cc3ccc(F)c(F)c3)C2)C1 (stereo not drawn),-7,-1,-1.6,-3,3,9,0.2,-4,2,-10
Cc1cc(=O)oc2c3c(cc(OCC(=O)N4CCC[C@H]4C(=O)O)c12)OC(C)(C)CC3,i,7,-0.3,6,-3,11,35*,17,-7,4
Cc1cc(S(=O)(=O)Nc2ccc(C(=O)NC3CC3)cc2)ccc1F,-5,2,-0.2,3,2,9,-0.1,7,4,2
S=c1sc2c(N3CCOCC3)ncnc2n1-c1ccccc1,-3,-2,1.7,-1,5,-7,-0.1,-11,-3,2
Cc1cccc(NC(=O)c2ccc(S(=O)(=O)N3CCCC3)cc2)c1C,6,1,-0.9,1,3,3,-0.1,12,-11,-4
CN(C)c1ccc(C2N(C)C(=O)c3ccccc3N2C)cc1 (stereo not drawn),-10,-6,1.3,3,0,0,0.8,-1,6,0
Cc1ccc(NC(=O)C2CCCN2S(=O)(=O)c2cccnc2)cc1C (stereo not drawn),-3,0,/,6,-1,/,0.5,/,0,4
Cc1ccccc1OCC(=O)NNC=O,10,1,-1.0,7,7,-10,0.2,-8,-7,0
CCOc1ccc(OCC)c(N=c2oc3c(C)ncc(CO)c3cc2C(N)=O)c1,-9,2,-0.9,5,0,-4,-1.5,-7,-8,0
CSc1ncccc1C(=O)N1CCN(S(=O)(=O)c2cc(C)ccc2C)CC1,0,-1,1.0,-3,3,-1,0.1,10,0,0
Cc1cc(C)cc(Oc2c(C(F)(F)F)oc3cc(OCC(=O)O)ccc3c2=O)c1,-5,0,0.3,-9,1,5,0.8,-7,1,44*
Cc1ccccc1-c1nnn(C/C(N)=N/O)n1,7,0,0.8,0,-6,-8,-0.3,1,0,3
COc1cc(OC)c2c(-c3ccccc3)cc(=O)oc2c1C(CC(=O)N1CCOCC1)c1ccc2c(c1)OCO2 (stereo not drawn),1,1,-1.2,-1,1,-10,0.5,0,-2,8
